Bioassay records as filed in PubChem BioAssay.
DT40 TDP1 no CPT = qHTS for Inhibitors of human tyrosyl-DNA phosphodiesterase 1 (TDP1): qHTS in cells in absence of CPT | DT40 Tdp1-/- hTDP1 cells, no CPT, ATP luminescence, 48 h | Potency, µM (doses to about 46.2 µM), for inactives: at the top dose activity change, negative = growth inhibition, most hits filed as inhibitors | 15% of 420,000 active | AID 686978, 2013; also: nearly all actives have a fitted effect of over 55% in size
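Growth kinetics read by CellTiter-Glo luminescence after ≥48 hr at 37 °C. Cells: DT40 Tdp1-/- stably carrying human TDP1, 400 per well, compound exposure in the absence of CPT (DMSO vehicle).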
KAT2A inh = inhibitors of human GCN5L2 histone acetyltransferase. GCN5L2 HAT assay, ThioGlo1 CoA-SH fluorescence. Potency, µM (top dose mostly 58.9 µM), for the others: at the highest dose activity change, negative = inhibition, actives largely listed as inhibitors. 0.21% of 390,000 active
Target sequence (Q92830 whole entry, looked up): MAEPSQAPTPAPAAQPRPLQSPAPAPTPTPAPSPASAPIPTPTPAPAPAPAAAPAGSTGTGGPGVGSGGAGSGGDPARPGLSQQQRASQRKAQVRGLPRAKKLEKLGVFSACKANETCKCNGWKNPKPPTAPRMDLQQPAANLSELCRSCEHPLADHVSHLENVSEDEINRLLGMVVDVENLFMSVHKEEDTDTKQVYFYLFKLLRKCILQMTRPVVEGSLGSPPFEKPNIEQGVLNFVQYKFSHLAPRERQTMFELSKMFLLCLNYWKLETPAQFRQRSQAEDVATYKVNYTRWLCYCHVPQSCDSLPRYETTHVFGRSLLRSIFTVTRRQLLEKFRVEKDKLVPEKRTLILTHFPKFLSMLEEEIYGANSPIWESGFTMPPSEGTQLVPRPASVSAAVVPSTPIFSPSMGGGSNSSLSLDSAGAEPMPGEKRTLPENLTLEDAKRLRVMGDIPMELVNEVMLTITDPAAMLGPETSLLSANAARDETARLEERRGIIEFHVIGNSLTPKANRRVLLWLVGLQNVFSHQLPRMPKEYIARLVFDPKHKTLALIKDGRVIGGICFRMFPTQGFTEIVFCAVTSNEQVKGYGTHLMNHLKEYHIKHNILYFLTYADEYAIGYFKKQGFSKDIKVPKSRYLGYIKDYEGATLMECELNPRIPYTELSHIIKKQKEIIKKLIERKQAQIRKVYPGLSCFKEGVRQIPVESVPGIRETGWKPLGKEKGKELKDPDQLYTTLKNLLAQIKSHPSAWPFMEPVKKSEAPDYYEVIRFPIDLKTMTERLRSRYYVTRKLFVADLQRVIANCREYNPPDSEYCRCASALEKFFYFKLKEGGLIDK
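qHTS, 1536-well. 20nM enzyme, pH 7.5 HEPES/EDTA/Tween-20 buffer; 15 min compound preinc., RT. Start: 75uM H3(1-25), 70uM AcCoA, 50uM ThioGlo1. Read Ex340/Em540 at t=0 (autofluorescence flag) and t=20 min.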
DT40 TDP1 CPT = growth inhibition of DT40 Tdp1-/-;hTDP1 cells with camptothecin (screen for TDP1 inhibitors); 12% of 420,000 active; chicken DT40 Tdp1-/-;hTDP1 cells + 20 nM CPT, ATP luminescence, 48 h; AID 686979; Potency, µM (series often up to 46.2 µM), inactives show top-dose activity change, negative = growth inhibition, most hits filed as inhibitors; also: nearly all actives have a fitted effect of over 55% in size
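Chicken DT40 Tdp1-/- cells stably complemented with human TDP1 were seeded at 400 cells/well in medium containing 20 nM camptothecin, exposed to pin-transferred compounds, and grown at 37 °C for at least 48 hr. Viability was read as ATP luminescence.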
Active calls of the source: *; ? = inconclusive; · = no result given; [ ] = another dose, or the depositor's remark. Calls follow the shape of the dose curve; as a rule, active = well fitted curve in the direction sought with a large enough effect; inconclusive = small, poorly fitted or top-dose-only effect, or another doubt; inactive = no such curve, though single readings can be large; an effect the other way counts as inactive or inconclusive. % is scaled to controls: 0 for no effect and ±100 for the full control effect; potency is read from the fitted curve at half-maximal effect.

| mol | DT40 TDP1 no CPT | KAT2A inh | DT40 TDP1 CPT |
| --- | --- | --- | --- |
| OC(c1ccc(F)c(F)c1)c1nc(-c2cccc3cccnc23)cs1 (stereo not given) | ? | · | ? |
| CC(C)C(=O)NC(=S)Nc1ccc(S(=O)(=O)Nc2nccs2)cc1 | 10.5% | 0.2% | 0.1% |
| COc1ccc(CCN(C)C/C=C/c2ccccc2[N+](=O)[O-])cc1OC | ? | -1.9% | ? |
| CC(C)[C@H](NC(=O)c1ccccc1F)C(=O)Nc1ccc(F)c(F)c1 | -11.6% | 2.0% | 4.6% |
| CN(C)C(=O)c1ccc(-c2nc(Nc3ccncc3)c3ccccc3n2)cc1 | ? | -5.1% | ? |
| Cc1ccc(C)c(Cn2c(=O)n(Cc3ccc(C(=O)NC4CCN(Cc5ccccc5)CC4)cc3)c(=O)c3ccccc32)c1 | -18.4% | 0.4% | -10.0% |
| CC(=O)NCCCNC(=S)NCCCN(Cc1ccc(Cl)cc1)c1ccc(Br)cn1 | ? | · | ? |
| COc1ccccc1-c1nc(C#N)c(N2CCC(Cc3ccccc3)CC2)o1 | 18.4µM* | 2.2% | ? |
| CCOc1ccccc1CN1CCC(N2CCOCC2)CC1 | -11.1% | ? | 0.7% |
| COc1cccc(OC)c1CC1SC(=O)NC1=O (stereo not given) | -25.0% | -1.9% | -4.1% |
| COC(=O)CNC(=O)c1c(C)cc(=O)oc1C | -10.2% | · | 4.8% |
| COC(=O)CC1SC(=O)NC1=Nc1ccc(OC)cc1 (stereo not given) | 2.6% | 1.4% | 0.7% |
| COc1ccccc1CNC(=O)C1CCC(CNc2c(N3CCOCC3)c(=O)c2=O)CC1 (stereo not given) | -1.4% | -3.1% | 2.0% |
| O=C1CS/C(=N/N=C\c2ccn[nH]2)N1 | -1.9% | -7.6% | 1.5% |
| CC1=NN(c2nc(-c3ccc(C)cc3)cs2)C(=O)C1N=Nc1ccc2ccccc2c1 (stereo not given) | ? | -8.0% | ? |
| CC(Oc1cccc(F)c1)c1ccnc2nc(/N=C/N(C)C)nn12 (stereo not given) | ? | -11.2% | ? |
| COc1ccc(/C=C/C(=O)Nc2ccc(S(=O)(=O)Nc3cc(C)nc(C)n3)cc2)cc1OC | -4.0% | -5.8% | -3.0% |
| CCOC(=O)CCc1nn(C)c(=O)c2ccccc12 | ? | -5.1% | -25.8% |
| O=C1c2ccccc2C(Nc2cccnc2)N1Cc1ccccc1 (stereo not given) | -19.8% | -2.0% | -13.2% |
| COc1ccc(NC(=S)N2CCN(S(=O)(=O)c3ccc(F)cc3)CC2)cc1 | -1.4% | 3.0% | -23.5% |

Continuation:
| mol | DT40 TDP1 no CPT | KAT2A inh | DT40 TDP1 CPT |
| --- | --- | --- | --- |
| CCCC(C)NC(=O)CSCc1ccc(OC)cc1 (stereo not given) | 7.3% | -5.8% | 3.6% |
| Cc1ccccc1NC(=O)NCCCN1CCN(C2CCCCC2)CC1 | -23.1% | 0.1% | 4.1% |
| CCn1c(SCC(=O)Nc2sc(C)c(C)c2C#N)nnc1C(C)C | -22.3% | -12.7% | 2.1% |
| O=C(CC1Sc2ccccc2NC1=O)c1ccc(Br)cc1 (stereo not given) | -8.6% | -6.3% | -14.6% |
| CCCNS(=O)(=O)c1ccc(NC(=O)c2ccccn2)cc1 | -24.7% | 8.7% | ? |
| COc1ccc2c(c1)C(SCC(=O)NCc1ccccc1)CC(C)(C)O2 (stereo not given) | ? | -3.3% | ? |
| CCOC(=O)c1ccc(NC(=O)Cn2c(-c3nonc3N)nc3ccccc32)cc1 | ? | -4.8% | 16.4µM* |
| Cc1ccc(S(=O)(=O)Nc2ccccc2C(=O)NCc2cccnc2)cc1 | -5.0% | -24.6% | 2.1% |
| NC(=O)c1nsc(C(=O)N(Cc2ccc(F)cc2)C(C(=O)NC2CCCC2)c2ccco2)c1N (stereo not given) | ? | -5.0% | 4.9% |
| O=C(CCc1nc(-c2ccccc2)no1)Nc1cccnc1 | ? | 0.1% | -18.1% |
| Cc1cc(Br)c2nc3c(c(C(=O)O)c2c1)CCCCC3 | -3.8% | -2.0% | 1.4% |
| N#Cc1cc2cc3c(cc2nc1SCC(=O)N1CCOCC1)OCCO3 | -23.0% | -3.5% | 11.3% |
| Cc1c(N=N/C(C(=O)Nc2ccccc2)=C(/O)c2ccccc2)c(=O)n(-c2ccccc2)n1C | 20.6µM* | 1.3% | ? |
| N#C/C(=C\c1ccc([N+](=O)[O-])o1)C(=O)Nc1ccc(F)cc1 | 2.31µM* | -10.8% | 1.3µM* |
| COc1ccc(-c2cc(CCCC(=O)NCCc3ccc(OC)cc3OC)no2)cc1 | -28.7% | -3.7% | ? |
| CCOC(=O)C1=C(COC(=O)CNC(=O)c2ccccc2F)NC(=O)NC1C (stereo not given) | -0.8% | -22.9% | 1.0% |
| Cc1ccc(-c2nnc(N(C)C(=O)c3ccccn3)s2)cn1 | -14.6% | 0.2% | -27.5% |
| CNC(=S)NNC(=O)c1cc(C(C)(C)C)nn1Cc1ccc(F)cc1 | 16.4µM* | -3.5% | ? |
| CCN(CC(=O)Nc1c(F)cccc1F)C(=O)/C=C/c1c(C)nn(-c2ccc(F)cc2)c1C | ? | -5.3% | -21.0% |
| CC1(C)CCc2nc(SCc3ccccc3)c(C#N)cc2C1 | -1.9% | -6.0% | -10.9% |

(listing goes on)
| mol | DT40 TDP1 no CPT | KAT2A inh | DT40 TDP1 CPT |
| --- | --- | --- | --- |
| CC(C)(C)OC(=O)NCCCC[C@H](NC(=O)c1nc[nH]c1C(=O)NCc1ccccc1)C(=O)OC(C)(C)C | ? | -11.7% | ? |
| CCOC(=O)C1=C(COC(=O)C2CC(=O)N(CCc3ccccc3)C2)NC(=O)NC1C (stereo not given) | 3.1% | -8.3% | 24.6% |
| CCOC(=O)c1[nH]c2c(c1-c1ccccc1)C(=O)CC(c1ccc(Cl)cc1)C2 (stereo not given) | -6.3% | 2.0% | -17.1% |
| COc1cccc(Cn2c(=O)cnc3cnc(Oc4cccc(Cl)c4)nc32)c1 | ? | -1.1% | ? |
| CC(C)(/C=N/O)/[N+]([O-])=C/C=[N+](\[O-])C(C)(C)/C=N/O | 7.4% | -8.2% | 5.4% |
| COC(=O)CSc1ccccc1C(=O)OC | -8.9% | -1.7% | 0.1% |
| O=C(NCC1CCCO1)C1CCCCN1S(=O)(=O)c1ccc(F)cc1 (stereo not given) | -11.0% | 2.1% | -0.2% |
| CN(C(=O)C12CC3CC(CC(C3)C1)C2)C1(C)CCS(=O)(=O)C1 (stereo not given) | -23.8% | · | -7.5% |
| Cc1ccsc1/C=C/C1=Cc2c(sc(NC(=O)CSc3n[nH]c(N)n3)c2C#N)C(C)(C)C1 | 14.6µM* | 0.0% | 23.1µM* |
| COC(=O)[C@]1(C)CCC[C@]2(C)c3ccc(C(C)C)cc3C(=O)CC12 (stereo not given in full) | 23.1µM* | -10.2% | ? |
| CCOC(=O)C1CCN(C(=O)c2cc3cc(F)ccc3[nH]2)CC1 | -22.5% | -24.3% | ? |
| COc1ccc(NS(=O)(=O)c2cccc(C(=O)NN=Cc3ccc(O)c(OC)c3)c2)cc1 | -6.8% | -9.3% | 1.3% |
| Cc1sc2ncnc(SCC(=O)c3ccc4c(c3)OCCO4)c2c1-c1ccccc1 | 9.2µM* | -6.6% | 6.51µM* |
| Nc1ccc(S(=O)(=O)Nc2nccc(/C=C/c3ccc(Br)s3)n2)cc1 | ? | 0.0% | ? |
| CCCCNC(=S)Nc1ccc(OC)nc1 | -0.2% | -0.4% | -18.5% |
| Cc1ccc(C2C(C(N)=S)=C(N)OC3=C2C(=O)CC(C)(C)C3)cc1 (stereo not given) | 2.8% | -21.0% | -0.5% |
| CC(N=Cc1cc([N+](=O)[O-])ccc1O)c1ccccc1 (stereo not given) | 8.5% | -9.3% | 3.4% |
| COc1ccccc1-c1cnc(C(O)c2ccc(C(C)(C)C)cc2)[nH]1 (stereo not given) | 18.4µM* | · | ? |
| Cc1[nH]nc2c1C1(CCOCC1)C(C#N)=C(N)O2 | -7.9% | -0.8% | -22.6% |
| CCCN(C(=O)COc1ccc(C(C)=O)cc1OC)C1CCS(=O)(=O)C1 (stereo not given) | 16.6% | -0.2% | -5.0% |

Going on with the list.
| mol | DT40 TDP1 no CPT | KAT2A inh | DT40 TDP1 CPT |
| --- | --- | --- | --- |
| O=C(/C=C/c1ccc(Br)o1)OCc1nc2ccsc2c(=O)[nH]1 | 4.8% | ? | 13.2% |
| C=C(C)Cn1c(CCCNC(=O)CCC)nc2ccccc21 | 14.6µM* | -2.6% | 13µM* |
| O=C(CCc1c[nH]c2ccccc12)NCC(=O)Nc1ccc(F)c(F)c1F | 0.5% | -5.3% | 14.7% |
| COc1cc(C(c2c(O)cc(C)[nH]c2=O)c2c(O)cc(C)[nH]c2=O)ccc1O | -10.0% | -1.4% | -9.7% |
| O=C(c1ccc2nc[nH]c2c1)N1CCN(S(=O)(=O)c2cccc(Cl)c2)CC1 | -28.6% | · | -24.2% |
| O=C(N1CCN(c2ncccn2)CC1)C12CC3CC(CC(C3)C1)C2 | -29.1% | · | -13.1% |
| CSCC[C@H](NC(=O)[C@@H]1CSC2c3ccccc3C(=O)N21)C(=O)N1CCC[C@H]1CO (stereo not given in full) | -3.2% | -12.0% | 3.0% |
| O=C(CSc1nc2ccccc2o1)Nc1nc(-c2ccccc2)c(-c2ccccc2)s1 | 11.6µM* | -0.3% | 18.4µM* |
| COc1ccc(OC)c(/C=C/C(=O)Nc2ccc3c(c2)CCC3)c1 | ? | 3.1% | ? |
| COC(=O)[C@H](CCSC)NC(=O)NC1CCN(Cc2ccccc2)CC1 | -0.1% | -2.1% | -10.3% |
| COc1ccc(-c2ccc(CCC(=O)O)n2-c2ccccc2C(F)(F)F)cc1 | ? | 3.3% | ? |
| CCOCCCNC(=O)C(=O)NCCCOCC | -0.2% | -5.2% | 37.7%[activator] |
| CN(C(=O)c1cccc(NC(=O)Cc2ccc(NC(=O)C3CCN(S(=O)(=O)c4cccc([N+](=O)[O-])c4)CC3)cc2)c1)C1CCCC1 | ? | · | ? |
| CCC(C)(C)NC(=O)c1cc(S(=O)(=O)N2CCc3ccccc32)cn1C | 14.6µM* | -15.1% | 20.6µM* |
| CN(Cc1ccccc1)S(=O)(=O)c1ccc2c(c1)OCCO2 | -16.2% | -6.0% | -16.8% |
| NC(=O)c1ccc(NC(=O)COC(=O)/C=C/c2ccc(Br)o2)cc1 | -6.6% | ? | -18.8% |
| COc1ccc2cnnc(SCC(=O)Nc3ccccc3)c2c1OC | ? | -4.8% | -27.9% |

Compounds above that have fluorine, in the order listed:
| mol | DT40 TDP1 no CPT | KAT2A inh | DT40 TDP1 CPT |
| --- | --- | --- | --- |
| OC(c1ccc(F)c(F)c1)c1nc(-c2cccc3cccnc23)cs1 (stereo not given) | ? | · | ? |
| CC(C)[C@H](NC(=O)c1ccccc1F)C(=O)Nc1ccc(F)c(F)c1 | -11.6% | 2.0% | 4.6% |
| CC(Oc1cccc(F)c1)c1ccnc2nc(/N=C/N(C)C)nn12 (stereo not given) | ? | -11.2% | ? |
| COc1ccc(NC(=S)N2CCN(S(=O)(=O)c3ccc(F)cc3)CC2)cc1 | -1.4% | 3.0% | -23.5% |
| NC(=O)c1nsc(C(=O)N(Cc2ccc(F)cc2)C(C(=O)NC2CCCC2)c2ccco2)c1N (stereo not given) | ? | -5.0% | 4.9% |
| N#C/C(=C\c1ccc([N+](=O)[O-])o1)C(=O)Nc1ccc(F)cc1 | 2.31µM* | -10.8% | 1.3µM* |
| CCOC(=O)C1=C(COC(=O)CNC(=O)c2ccccc2F)NC(=O)NC1C (stereo not given) | -0.8% | -22.9% | 1.0% |
| CNC(=S)NNC(=O)c1cc(C(C)(C)C)nn1Cc1ccc(F)cc1 | 16.4µM* | -3.5% | ? |
| CCN(CC(=O)Nc1c(F)cccc1F)C(=O)/C=C/c1c(C)nn(-c2ccc(F)cc2)c1C | ? | -5.3% | -21.0% |
| O=C(NCC1CCCO1)C1CCCCN1S(=O)(=O)c1ccc(F)cc1 (stereo not given) | -11.0% | 2.1% | -0.2% |
| CCOC(=O)C1CCN(C(=O)c2cc3cc(F)ccc3[nH]2)CC1 | -22.5% | -24.3% | ? |
| O=C(CCc1c[nH]c2ccccc12)NCC(=O)Nc1ccc(F)c(F)c1F | 0.5% | -5.3% | 14.7% |
| COc1ccc(-c2ccc(CCC(=O)O)n2-c2ccccc2C(F)(F)F)cc1 | ? | 3.3% | ? |
